# EP2 mod: EP2 receptor (human) modulation. P43116. EP2-expressing cells, cAMP HTRF FRET, PGE2 co-stimulation. induction, % at 25 µM. hit rate 0.83% among 260,000. AID 940;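 active means compounds whose cAMP rise, as percent of the full-agonist control response, exceeds 60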;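 further: rat C6 glioma line stably carrying human EP2 under a CMV promoter; the protocol text gives 20 µM as final concentration; 100% = response of wells given 1 µM PGE2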
# Target sequence (P43116 whole entry, looked up): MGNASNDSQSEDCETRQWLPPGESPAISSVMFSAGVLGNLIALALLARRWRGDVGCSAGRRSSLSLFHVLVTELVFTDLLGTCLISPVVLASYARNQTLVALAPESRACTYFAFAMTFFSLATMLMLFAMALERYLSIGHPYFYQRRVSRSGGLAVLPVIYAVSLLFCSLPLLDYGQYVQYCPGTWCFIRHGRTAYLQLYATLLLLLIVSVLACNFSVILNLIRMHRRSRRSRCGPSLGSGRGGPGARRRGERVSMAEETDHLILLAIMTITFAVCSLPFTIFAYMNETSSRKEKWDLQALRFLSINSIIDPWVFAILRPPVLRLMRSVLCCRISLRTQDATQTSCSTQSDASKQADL
# EP2 antag: blocks the human prostaglandin E2 receptor EP2; AID 1422; inhibition, % at 25 µM; P43116; hit rate 0.52% among 260,000; C6 glioma cells expressing human EP2, cAMP TR-FRET; cells stimulated with saturating PGE2;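 active means percent inhibition above 40 after rounding to a whole number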;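 further: rat C6 glioma host cells with rolipram phosphodiesterase inhibitor present; the protocol text gives 20 µM as final concentration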
# An asterisk follows results filed as active; & = joins results of further samples. Not all compounds are listed; rates above refer to the full screens.
SMILES,EP2 mod,EP2 antag
Cc1ccc(C2C3C=CC4(O3)C2C(=O)N(CC2CCCCC2)C4C(=O)NC2CCCC2)cc1 (centres undefined),36,14
NC[C@H](O)c1ccc(O)c(O)c1,72*,17&14
CCc1ccc(C(=O)Nc2nc3ccc(NC(C)=O)cc3s2)cc1,-68,13
CCCCN1CSC(=S)N(Cc2ccccc2)C1,10,7
COc1ccccc1NC(=O)Cn1cnc2scc(-c3ccc(Cl)cc3)c2c1=O,-105,13
COc1cc2c3c(c1OC)C1(C=CC(=O)C=C1)CC3[N+](C)(C)CC2 (centres undefined),9,6
O=C1NC(=O)c2cc(S(=O)(=O)O)cc3cccc1c23,6,14
[N-]=[N+]=Nc1ccc(C(=O)CSC[C@H](NC(=O)CC[C@H](N)C(=O)O)C(=O)NCC(=O)O)cc1,82*,10
CCCCNc1c(CN)cnc2cc(Cl)ccc12,-21,15
C#CCOc1c(OC)cccc1C1NC(=O)NC(C)=C1C(=O)OCC (centres undefined),5,2
O=C1NC2(CCN(Cc3ccc(N4CCCC4)c(F)c3)CC2)Oc2ccccc21,-16,7
COc1ccc2[nH]c(=O)c(CN(CCO)C(=O)c3ccc(C)cc3)cc2c1,-16,14
Cn1ccnc1C1(O)CCN(C(=O)C(C)(C)C)CC1,-18,6
CC1CCN(Cc2nc3c([nH]2)c(=O)n(C)c(=O)n3C)CC1,7,6
C=Cn1cccc1C(=O)O,-4,11

# EP2 mod: entries above that show a hit.
Compound | EP2 mod
NC[C@H](O)c1ccc(O)c(O)c1 | 72*
[N-]=[N+]=Nc1ccc(C(=O)CSC[C@H](NC(=O)CC[C@H](N)C(=O)O)C(=O)NCC(=O)O)cc1 | 82*

# (more compounds)
SMILES,EP2 mod,EP2 antag
N#Cc1c(N)c(C#N)c(-c2ccncc2)c2c1CCCC2,-33,12
CC1Cc2ccccc2N1C(=O)Cn1nc(-c2ccncc2)oc1=O (centres undefined),-33,5
CC1CN(CC(=O)Nc2nnc(Cc3cccc(F)c3)s2)CC(C)O1 (centres undefined),-4,3
CCOC(=O)Cc1[nH]nc2c1C(c1ccc(F)cc1)C(C#N)=C(N)O2 (centres undefined),4,6
CCOC(=O)C(C)(C)Sc1nnc(COc2ccccc2)n1C,-5,11
COc1cc(/C=C\c2[nH]c(=O)[nH]c(=O)c2[N+](=O)[O-])cc(OC)c1,7,8
CCc1cc2cc3c(cc2nc1SCC(=O)Nc1ccccc1C(F)(F)F)OCO3,42,12
COC(=O)Cn1cc(CN2CCc3nc(N4CCCC(C)C4)[nH]c(=O)c3C2)c2ccccc21 (centres undefined),-33,2
O=C(CN1CCN(Cc2ccccc2)CC1)Nc1ccc2c(c1)OCCO2,-25,6
COc1ccc(C2(O)C3CCCC2CN(Cc2cccc4ncccc24)C3)cc1 (centres undefined),-91,10
Cc1nc2c(c(=O)[nH]1)CN(Cc1ccc(-c3ccccc3)cc1)CC2,-47,4
COc1ccccc1NC(=O)CCCN1C(=O)/C(=C/c2cccs2)SC1=S,-141,6
CCC(C)N1CC23C=CC(O2)C(C(=O)OC(C)C)C3C1=O (centres undefined),-8,8
C=C(C)CN1CCN(Cc2cnc(-c3ccccc3C)nc2)CC1,11,7
C[C@@](O)(CNS(=O)(=O)c1ccccc1)c1ccccc1,3,9
CCOC(=O)C1=C(NC(=O)c2cc3ccccc3oc2=O)SC2CCCCC12 (centres undefined),-37,7
CCCc1nc(SCC(=O)Nc2ccc(C)cc2C)c2ccccc2n1,-16,10
CCCOC(=O)Cn1cnc2sc(-c3ccccc3)cc2c1=O,-20,15
O=C(CN1C(=O)[C@H]2CCCN2C(=O)c2ccccc21)NCc1cccc(F)c1,-14,11
CC(C)CC(NC(=O)Cc1cccc(F)c1)c1nc2cccnc2n1C(C)C (centres undefined),-8,2
COc1ccc(C2(C(=O)N3CCC4(CC3)NC(=O)c3ccccc3O4)CCCC2)cc1,4,6
Cc1ccc(-c2cc(C(F)F)n3ncc(C(=O)NC4CC4)c3n2)cc1,9,11
CCn1ncc(CNC(=O)c2cnn3c(C(F)F)cc(-c4ccc(C)cc4)nc23)c1C,-19,18
C=CCN(C(=O)c1csnn1)C(C(=O)NC1CCCCC1)c1ccccc1F (centres undefined),11,9
COc1ccc([C@H]2CN(Cc3ccccc3)C[C@@H]2NC(=O)c2ccccn2)cc1OC,-19,8
CC(=O)O[C@@H]1CC2C(C)(C)C(=O)CC[C@]2(C)C2CC[C@@]3(C)[C@H](c4ccoc4)OC(=O)C4OC43[C@@]21C (some centres undefined),15,15
O=C(CN(C1CC1)S(=O)(=O)c1ccc(S(=O)(=O)N2CCCC2)cc1)Nc1ccccc1,-5,4
CC1CC(C)CN(CC(=O)N2CCC(n3nnc4ccccc4c3=O)CC2)C1 (centres undefined),-14,9
O=[N+]([O-])c1ccc(CS(=O)Cc2ccccc2)cc1 (centres undefined),16,13
CC(C)C(=O)Nc1ccccc1-c1nc2ccccc2s1,12,8

# By substructure, the entries above containing a thiophene ring, fused or not (three)
SMILES,EP2 mod,EP2 antag
COc1ccccc1NC(=O)Cn1cnc2scc(-c3ccc(Cl)cc3)c2c1=O,-105,13
COc1ccccc1NC(=O)CCCN1C(=O)/C(=C/c2cccs2)SC1=S,-141,6
CCCOC(=O)Cn1cnc2sc(-c3ccccc3)cc2c1=O,-20,15

# Carrying on:
SMILES,EP2 mod,EP2 antag
COc1ccc(S(=O)(=O)N2CCN(Cc3ccccc3)CC2)cc1C,-8,11
C=C1C([C@]2(C)C(CC(=O)OC)[C@@](C)(COC(C)=O)OC(=O)C[C@@H]2OC(C)=O)[C@@H](OC=O)[C@H](OC(=O)C(O)C(C)CC)[C@@]2(C)[C@H](c3ccoc3)CC(=O)C12O (some centres undefined),11,11
CCOc1ccc(C2C(C(=O)OC(C)C)=C(C)NC3=C2C(=O)CC(C)(C)C3)cc1 (centres undefined),19,14
CCC(=O)Nc1cccc(NC(=O)CSc2nc(C3CC3)nc3sc(C)c(C)c23)c1,-6,7
O=C(CNC1CCCC1)Nc1ccc(C(=O)N2CCCCC2)cc1,-43,7
CCS(=O)(=O)N1CCN(S(=O)(=O)c2ccc(S(=O)(=O)N3CCCCC3C)cc2)CC1 (centres undefined),18,10
CCc1ccc2[nH]c(=O)c(C(c3nnnn3C(C)(C)C)N3CCN(c4cccc(C)c4C)CC3)cc2c1 (centres undefined),34,29
COc1cc2cc(CN(C(=O)c3ccc(Cl)cc3)C3CCCC3)c(=O)[nH]c2cc1OC,-51,12
CCN(CC)CCN1CC23C=CC(O2)C(C(=O)O)C3C1=O (centres undefined),0,12
Cc1ccc(C2(C(=O)N[C@@H](Cn3nc(C4CC4)ccc3=O)C(C)C)CC2)cc1,-40,7
CCc1cccc(C)c1NC(=O)CSc1nnc2c(n1)[nH]c1ccccc12,-36,9
CS(=O)(=O)Nc1nc2ccc(S(C)(=O)=O)cc2s1,-5,14
Cc1ccc2c(c1)cc(C)c1nnc(SCC(=O)N3CCCC3)n12,-6,8
CCCC(c1nnnn1Cc1ccccc1)N(Cc1ccco1)Cc1cc2cc(C)c(C)cc2[nH]c1=O (centres undefined),33,12
Cc1ccc(CN2C(=O)C(C)Oc3ccc(C)cc32)cc1 (centres undefined),83*,9
Cc1ccccc1NC1SC(=O)N(C)C1=O (centres undefined),-23,13
CCn1c(/C=C/c2ccc(O)c(O)c2)nc2ccccc2c1=O,-57,9
CCOC(=O)c1[nH]c(C)c(/C=C/C2=CCN(C)CC2)c1C,-55,17
Cc1csc(NC(=O)CSc2nnc3c4ccccc4nc(C4CCCCC4)n23)n1,10,12
CCn1c(SCC(=O)Nc2ccc(C(C)=O)cc2)nnc1-c1ccoc1C,-35,11
CC(NC(=O)C1C=CCN1S(C)(=O)=O)c1ccc2c(c1)CCC2 (centres undefined),-18,11
NC(=O)c1nc(-c2ccncc2)nc2c1[nH]c(=O)n2Cc1ccccc1,-17,10
COc1ccc2c(c1)C(O)CC1(CCN(CC(O)c3ccc4ccccc4c3)CC1)O2 (centres undefined),-97,8
CCC(CO)NCc1ccc2c(c1)OCO2 (centres undefined),-71,15
CCOc1ccc(C(=O)c2ccc(OC)c(O)c2O)cc1,-6,11
Cc1cccc(NC(=S)N2C3CCCC2CC(NC(=O)C2CC2)C3)c1C (centres undefined),-35,11
CC(C)(C)NC(=O)Nc1ccc2snnc2c1,-99,14
COc1ccc(-c2csc(N(C)C(=O)C3CCCCC3)n2)cc1,7,6
COc1ccccc1NC(=O)COc1ccc(/C=C/C2=CCN(C)CC2)cc1OC,-73,8
CCC(=O)Nc1nnc(SCC(=O)N2CCCCC2)s1,12,6
CC(C)(C)NC(=O)C(c1ccccc1F)N(Cc1cccnc1)C(=O)c1csnn1 (centres undefined),4,6
COc1ccc2cc(CN(Cc3nnnn3Cc3ccc(F)cc3)C3CCCCC3)c(=O)[nH]c2c1,-40,15
CCOC(=O)c1ccc(N2C(=O)C(O)=C(C(C)=O)C2c2ccco2)cc1 (centres undefined),27,20
CCC(=O)N1CCc2cc(C(O)CN3CCC(O)(c4ccc(F)cc4)CC3)ccc21 (centres undefined),-23,6
CC(C)(C)C1=NN(CC(=O)NC2CCC2)C(=O)c2cc3sccc3n2C1,-8,11
O=C(CSc1nc2ccccc2n1CC(=O)N1CCCC1)Nc1ccc(F)cc1,-17,10
O=C(COC(=O)c1nsc(Cl)c1Cl)NCc1ccc2c(c1)OCO2,-25,3
Cc1cc2c(o1)c1cnn(CC(=O)N(Cc3cccnc3)C3CC3)c(=O)c1n2C(C)C,-31,5
Cc1ccc(NC(=O)C(=O)NCc2ccccn2)cc1Cl,-42,10
Cc1ccc2nc3c(cc(C(=O)NCCc4ccccc4)c(=N)n3C(C)C)c(=O)n2c1,-12,9
Cc1ccnc(N2CCC(C(=O)NCCc3ccc(Cl)cc3)CC2)n1,14,11
Cn1c(C(=O)N2CCN(c3cccc(Cl)c3)CC2)cc2sccc21,-62,17
CCCC(c1nnnn1Cc1ccco1)N(Cc1ccco1)Cc1cc2cc(C)cc(C)c2[nH]c1=O (centres undefined),26,7
CCCC1c2cccn2CCN1C(=O)COc1ncnc2ccccc12 (centres undefined),-22,4
CCc1nnc(NC(=O)CSc2nc3cc4c(cc3cc2C)OCO4)s1,54,16

# By substructure: the entries above containing a nitro group on carbon (two)
SMILES,EP2 mod,EP2 antag
COc1cc(/C=C\c2[nH]c(=O)[nH]c(=O)c2[N+](=O)[O-])cc(OC)c1,7,8
O=[N+]([O-])c1ccc(CS(=O)Cc2ccccc2)cc1 (centres undefined),16,13

# (cont.)
SMILES,EP2 mod,EP2 antag
NC(=O)C/C=C/CC(N)=O,13,7
COc1ccccc1C1(NC(=O)Cc2nc3nc(C)cc(=O)n3[nH]2)CCCC1,-32,5
Cc1cc(Cl)ccc1OCC(=O)Nc1cccc(NC(=O)c2cccs2)c1,-45,6
CCC(NC(=O)c1csc(C(C)=O)c1)c1ccc(F)cc1 (centres undefined),-19,6
Cc1cccn2cc(CNc3nc4ccccc4s3)nc12,-28,8
COCCN(Cc1cc2cc(C)cc(C)c2[nH]c1=O)C(=O)Nc1ccc(C(C)C)cc1,47,6
CC(C)=CCCC1(C)C=Cc2c(O)c3c(c(CC=C(C)C)c2O1)OC12C(=CCCC1C(C)(C)O[C@@]2(C/C=C(\C)C(=O)O)C(=O)O)C3=O (some centres undefined),49,8
CC(C)C(c1nnnn1C(C)(C)C)N1CCN(C2CCCC2)CC1 (centres undefined),-13,9
COc1cc2c(cc1OC)C(c1ccc(F)cc1)C1=C(CC(C)(C)CC1=O)N2 (centres undefined),-2,7
CCOC(=O)c1csc(NC(=O)CSc2nnnn2-c2cccc(C(=O)OC)c2)n1,-45,11
COc1cccc(C2(O)CCN(CCNC(=O)C3CCCCC3)CC2)c1,-27,7
CCCN1C2CCCC1CC(NC(=O)Nc1c(C)cccc1C)C2 (centres undefined),-8,4
Fc1ccc(CN(CCCN2CCOCC2)Cc2cccnc2)cc1F,0,5
Cc1ccc(C(=O)c2ccc(CC(=O)O)n2C)cc1,3,8
CCN(CC)CCN1C(=O)C(=O)/C(=C(\O)c2cccc(OC)c2)C1c1ccco1 (centres undefined),-21,7
CN1CCN(Cc2c(O)ccc3c4c(c(=O)oc23)CCCC4)CC1,-17,11
Cc1ccc(C)c2nc(SCC(=O)Nc3ccc(N(C)C)cc3)c(C#N)cc12,-6,15
Cn1cccc1C(C(=O)NC1CCCCC1)N(C(=O)Cc1cccs1)c1ccc(F)cc1 (centres undefined),9,10
CC1(C(=O)Nc2nnc(Cc3cccc(F)c3)s2)CCCO1 (centres undefined),-16,4
COc1ccc(OC)c(-c2[nH]nc3c2C(c2cccc(Cl)c2Cl)C(C#N)=C(N)O3)c1 (centres undefined),4,13
CCN1C(=O)c2cccc3c(S(=O)(=O)NC(Cc4ccccc4)C(=O)O)ccc1c23 (centres undefined),-3,10
Cn1cc(C(O)CN2CCN(c3ccccc3)CC2)c2ccccc21 (centres undefined),-44,5
CC1CCc2c(nc3ncnn3c2NCc2ccc(F)cc2)C1 (centres undefined),-26,11
Cc1ccc(-c2nc(C(N)=O)c3[nH]c(=O)n(CCc4ccccc4)c3n2)o1,4,10

# One compound at a time, from the list above. Screens in order: EP2 mod | EP2 antag
# Listed for CC1(C(=O)Nc2nnc(Cc3cccc(F)c3)s2)CCCO1 (centres undefined) → -16 | 4
# Listed for COc1ccc(OC)c(-c2[nH]nc3c2C(c2cccc(Cl)c2Cl)C(C#N)=C(N)O3)c1 (centres undefined) → 4 | 13
# Listed for CCN1C(=O)c2cccc3c(S(=O)(=O)NC(Cc4ccccc4)C(=O)O)ccc1c23 (centres undefined) → -3 | 10
# Listed for Cc1ccc(-c2nc(C(N)=O)c3[nH]c(=O)n(CCc4ccccc4)c3n2)o1 → 4 | 10
# Listed for Cc1ccc(C)c2nc(SCC(=O)Nc3ccc(N(C)C)cc3)c(C#N)cc12 → -6 | 15
